# From PubChem
# G9a block: qHTS Assay for Inhibitors of Histone Lysine Methyltransferase G9a. Histone-lysine N-methyltransferase EHMT2 (Homo sapiens), Q96KQ7. G9a H3K9 monomethylation, AlphaScreen, 2 h. Potency, µM (series often up to 102 µM), for inactives: at the top dose activity, negative = inhibition, usual class: inhibitors. hit rate 8.8% among 350,000; further: nearly all actives have a fitted effect of over 75% in size
# Target sequence (Q96KQ7 913-1193 limits assumed): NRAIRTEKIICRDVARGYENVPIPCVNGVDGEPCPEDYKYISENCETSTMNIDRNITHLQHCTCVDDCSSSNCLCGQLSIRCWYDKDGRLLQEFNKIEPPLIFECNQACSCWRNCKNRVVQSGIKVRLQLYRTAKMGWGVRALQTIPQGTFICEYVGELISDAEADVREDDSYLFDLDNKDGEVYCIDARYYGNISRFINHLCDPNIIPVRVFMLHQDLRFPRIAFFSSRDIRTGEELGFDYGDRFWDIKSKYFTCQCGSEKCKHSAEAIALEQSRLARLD
#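 AlphaScreen read-out: biotin-H3K9 peptide (500 nM) methylation by 20 nM enzyme with 20 uM SAM, 2 h at room temperature after 15 min compound preincubation; anti-monomethyl H3K9 antibody plus donor/acceptor beads, 10 min dark.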
# BAZ2B block: qHTS Assay for Inhibitors of BAZ2B; Potency, µM (highest dose often 114 µM), inactives show at the top dose activity change, negative = inhibition, hits mostly inhibitors; Bromodomain adjacent to zinc finger domain protein 2B (Homo sapiens), Q9UIF8; hit rate 4.4% among 360,000; AlphaScreen BAZ2B-H3K14Ac peptide displacement; further: nearly all actives have a fitted effect of over 60% in size
#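 Inhibition is scored as reduced AlphaScreen emission. The BAZ2B/b-H3(5-23)K14Ac complex (50 nM each) in PBS pH 7.4, 0.01% Tween-20 meets compound (up to 110 uM) for 30 min at RT before bead addition.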
# Starred values were filed as active, the others as inactive; ? = inconclusive; [ ] = dose if it differs, or a comment. The call rests on the fitted dose curve; in most records, active means well fitted inhibition curve with a large enough effect; inconclusive means small, poorly fitted or top-dose-only effect; inactive means no such curve, though single readings can be large or run the other way. On the % scale 0 is the no-effect control and ±100 the full control effect; potency means the concentration at half of the fitted maximal effect. Not all compounds are listed. The share of hits here may be higher or lower than overall.
SMILES,G9a block,BAZ2B block
Cc1cc(C)c2nc(NC3=NCN(CCN4CCOCC4)CN3)nc(C)c2c1,?,-2.8%
Cc1ccc(C(=O)CCC(=O)O)cc1,-8.1%[59 µM],13.4%
CCCCNc1ccc(S(N)(=O)=O)cc1[N+](=O)[O-],-4.7%[59 µM],-16.7%
C/C(N)=C(/C#N)C(=O)COC(=O)c1cc(-c2ccccc2)nc2ccc(Br)cc12,-2.8%,-23.2%
CC1(C)CC(=O)C2=C(C1)OC1=C(C(=O)CC(C)(C)C1)C2(C)C,19.1%[59 µM],-3.7%
Cc1ccnc(SCCn2c(N3CCN(C)CC3)nc3c2c(=O)[nH]c(=O)n3C)n1,-8.6%[59 µM],8.3%
CCCC(=O)NC(Nc1ccccc1F)C(Cl)(Cl)Cl (stereo not drawn),-3.2%[59 µM],2.5%
O=C(O)c1cc(-c2ccc(O)cc2)nc2ccccc12,-6.3%,-2.0%
Nc1[nH]n2c(=O)cc(-c3ccccc3)nc2c1N=Nc1ccc2c(c1)OCO2,?,-30.3%
Cc1ccc(S(=O)(=O)N2CCSC2=Nc2ccccc2)cc1,26.3%[12.7 µM],1.4%
Cc1ccc(C(=O)Oc2oc(-c3ccco3)nc2C=Nc2ccccc2)cc1,28.2µM*,-5.2%[57.1 µM]
CCn1c(C)nc2cc(C(=O)N=Nc3c(O)[nH]c4c(C)cc(C)cc34)ccc21,-6.1%[59 µM],-19.2%
Cc1ccc2sc(NNC(=O)c3cc(-c4cccs4)nc4ccccc34)nc2c1C,31.6µM*,5.0%
N#Cc1ccsc1NC(=O)CN1C(=O)NC2(CCCC2)C1=O,5.4%[0.501 µM],?
N=C1C(c2nc3ccccc3[nH]2)=C(O)CN1NC(=O)COc1cccc(F)c1,14.2%[59 µM],9.1%
CCOc1ccc(N(CC(=O)NC(C)CC)S(=O)(=O)c2c(C)noc2C)cc1 (stereo not drawn),-14.6%,6.5%
c1ccc(COc2ccc(-c3sc(Nc4ccccc4)n[n+]3-c3ccccc3)cc2)cc1,22.4µM*,44.7µM*
CC(C)(C)C1CC=C2C(C#N)=C(N)C(C#N)(C#N)C(c3cccs3)C2C1 (stereo not drawn),50.1µM*,?
O=C(Nc1ccc(F)cc1)C1=CC(=O)N2CCN=C2S1,1µM*,?
Cc1cc(C)c2[nH]c(=O)c(CN(Cc3ccco3)C(=O)c3cccs3)cc2c1,0.5%[59 µM],26.1%
Cc1ccc(F)c(NC(=S)Nc2cccc3ccccc23)c1,6.0%,?
CC(=O)C1C(=O)c2c(cccc2[N+](=O)[O-])C1=Nc1ccccc1C (stereo not drawn),1.7%,?
Cc1cccc(-c2ccc3ncnc(NCc4cc(C)cs4)c3c2)c1,-6.6%[12.7 µM],-1.8%
CN(C)S(=O)(=O)c1cc(NC(=O)c2cc(=O)[nH]c3ccccc23)ccc1Cl,5.2%,-4.7%
O=C(Cc1cccs1)Nc1nnc(Cc2ccc(F)cc2)s1,-2.2%,-37.0%

# Complete entries as entered above.
# c1ccc(COc2ccc(-c3sc(Nc4ccccc4)n[n+]3-c3ccccc3)cc2)cc1 is listed as G9a block = 22.4µM*; BAZ2B block = 44.7µM*
# N=C1C(c2nc3ccccc3[nH]2)=C(O)CN1NC(=O)COc1cccc(F)c1 is listed as G9a block = 14.2%[59 µM]; BAZ2B block = 9.1%

# Remaining list, next part.
SMILES,G9a block,BAZ2B block
O=C(OCCN1C(=O)c2cccc3c(N4CCOCC4)ccc(c23)C1=O)c1cc(Cl)cc(Cl)c1,31.4%[activator][59 µM],12.8%
COc1cc2c(C(=O)Nc3ccc4c(c3)OCO4)cn(CC(C)C)c(=O)c2cc1OC,13.2%[12.7 µM],?
NC(=O)CC[C@@H]1NC(=O)[C@H](CO)NC(=O)c2cc([N+](=O)[O-])cc(I)c2NCC[C@@H](C(N)=O)NC(=O)[C@H](Cc2ccc(O)cc2)NC1=O,7.94µM*,56.2µM*
C[C@@H](C(=O)N1CCN(C(=O)OC(C)(C)C)CC1)n1cc(-c2cn([C@@H](C)C(=O)N3CCN(C(=O)OC(C)(C)C)CC3)nn2)nn1,-4.5%[59 µM],-9.4%
C[C@@H](c1ncncc1F)[C@](O)(Cn1cncn1)c1ccc(F)cc1F,3.1%[59 µM],-2.8%
COC(=O)c1ccc(CSCc2ccc(C#N)cc2)cc1,146.3%[activator],47.7%[activator]
Brc1ccc(/C=N/Nc2nncc(-c3ccccc3)n2)o1,1.4%,-4.3%
COc1ccc(C(=O)n2ccc(C)n2)cc1Br,4.1%[59 µM],3.6%
COc1ccccc1Nc1nc(-c2sc(NC(=O)c3ccc([N+](=O)[O-])cc3)nc2C)cs1,44.7µM*,?
CCCCCOc1ccc(/C=c2\sc3ncnn3c2=O)cc1,0.3%,0.4%
CCC1SC2=NCN(c3ccccc3)CN2C1=O (stereo not drawn),-25.0%[0.0925 µM],-1.6%
O=C(Sc1cccc2cccnc12)c1ccccc1Br,6.5%,0.7%
COc1ccc(N2CCN(C(=O)c3ccc4c(c3)NC(=O)C(CSCc3ccc(C)cc3)N4)CC2)cc1 (stereo not drawn),7.94µM*,?
O=C1C2=C(C(=O)c3ccccc31)C1O[C@](CCCCN3C(=O)c4ccccc4C3=O)(Cc3ccccc31)O2,-137.2%[2.33 µM],?
O=C(OCCC1Oc2cccnc2NC1=O)c1ccc([N+](=O)[O-])cc1 (stereo not drawn),7.0%,-9.6%
COCCn1c(-c2ccc(Cl)cc2)nc2c(c(=O)c3ccccc3n2C)c1=O,-8.1%[59 µM],7.1%
Oc1c(Cl)cc(CN2CCCCC2)c2cccnc12,-9.6%[2.33 µM],3.55µM*
Cn1cnnc1SCC(=O)N1c2ccccc2-c2c(ssc2=S)C1(C)C,?,-1.7%
CN(C)CC#CCCCCCCC#CCN(C)C,?,5.6%
O=c1c2ccccc2nc2c3ccccc3c(NCCN3CCOCC3)nn12,8.7%,4.1%
O=C1c2oc3ccc(Br)cc3c(=O)c2C(c2cccnc2)N1Cc1ccco1 (stereo not drawn),3.4%[59 µM],8.2%
COc1ccc2c(c1OC)C(=O)c1ccccc1C2=O,?,-5.3%
O=C(NCCCCCCNC(=O)NCc1ccco1)NCc1ccco1,-34.8%[59 µM],-29.4%
O=C(c1cc2cc(Br)cc(Br)c2oc1=O)N1CCCc2ccccc21,3.4%,27.2%
COc1ccc(N2C(=O)N(Cc3ccccc3F)c3ccccc3S2(=O)=O)cc1,-5.6%,-9.7%

# The closing 3 records of the section before are carried over, then new ones follow:
SMILES,G9a block,BAZ2B block
O=C(NCCCCCCNC(=O)NCc1ccco1)NCc1ccco1,-34.8%[59 µM],-29.4%
O=C(c1cc2cc(Br)cc(Br)c2oc1=O)N1CCCc2ccccc21,3.4%,27.2%
COc1ccc(N2C(=O)N(Cc3ccccc3F)c3ccccc3S2(=O)=O)cc1,-5.6%,-9.7%
COc1ccc(-c2nnc3n2N=C(c2cccc(Br)c2)CS3)cc1OC,-3.3%,-3.5%
CCOC(=O)C1CCN(S(=O)(=O)c2c(Cl)ccc3nonc23)CC1,50.1µM*,-16.7%
O=C1CC(c2ccccc2Cl)c2c(sc3c(=O)[nH]c(CCl)nc23)N1 (stereo not drawn),?,-11.1%
COc1ccc([C@]23Cc4c(ccc5ccccc45)C(O2)C2=C(CCCC2=O)O3)cc1,6.3%[2.33 µM],-33.4%[22.9 µM]
CC(NC(=O)c1cc(Br)ccc1Br)c1ccccc1 (stereo not drawn),6.6%,0.4%
COC(=O)c1ccc(NC(=O)c2ccc3c(c2)NC(=O)C2CCCN32)cc1 (stereo not drawn),10µM*,50.1µM*
COc1ccc2cc(C(c3nnnn3C(C)(C)C)N3CCc4ccccc4C3)c(=O)[nH]c2c1 (stereo not drawn),?,-26.8%
O=C(NCCOc1cccnc1)c1ccc(OC2CCN(Cc3ccccn3)CC2)cc1,41.7%,-21.4%
Cc1ccnc(SCCn2c(N3CCCCC3)nc3c2c(=O)[nH]c(=O)n3C)n1,-12.4%,-1.1%
Cc1ccc(N(C(=O)C2COc3ccccc3O2)C(C(=O)NC2CCCCC2)c2cn(C)nc2C)cc1 (stereo not drawn),?,?
CC(=O)Oc1ccc(N2C(=O)C3C(C2=O)C2(C)C=CC3(C)O2)cc1 (stereo not drawn),5.62µM*,-11.2%
O=C(NCc1ccc(/C=c2\sc3n(c2=O)CCN=3)o1)C(=O)Nc1ccccc1,50.1µM*,?
COc1ccc(-c2[nH]n(-c3ccc([N+](=O)[O-])cc3)c(=O)c2C=NCCN2CCNCC2)cc1,66.6%[activator],6.9%
COc1ccc(/C=C2\CCCc3c2nc2ccccc2c3C(=O)O)cc1OC,28.2µM*,-22.4%
C#CCOCCOCCOCCNc1nc(N2CCN(C(=O)CCCCCCCCCCNC(=O)[C@H]([C@@H](C)CC)n3cc(CCCCCN)nn3)CC2)nc(N2CCN(C(=O)CCCCCCCCCCNC(=O)[C@H]([C@@H](C)CC)n3cc(CCCCN=C(N)N)nn3)CC2)n1,14.1%[2.33 µM],56.2µM*
COc1ccccc1NC(=O)Nc1nnc(CC(=O)Nc2ccccc2)s1,10.3%,-5.5%
N/C(=N\OC(=O)COc1ccc2ccccc2c1Br)c1cccnc1,2.5%,-0.8%
CN(CCO)c1nc(N)c2c(N)nc3c(c2c1C#N)CC(=O)N3C1CCCC1,?,?
Cc1ccc(S(=O)(=O)Nc2c(Cl)c(Cl)c(O)c3ccccc23)cc1,1.26µM*,44.7µM*
Cc1nc(-c2ccccc2)sc1-c1nc(-c2cccs2)ncc1S(=O)(=O)c1ccccc1,-7.2%,0.5%
O=C(O)C1CCCN1S(=O)(=O)c1cccs1 (stereo not drawn),1.8%,-0.5%
O=C(O)COc1ccc(-c2nccc(-c3cccs3)n2)cc1,?,2.3%
Clc1cccc(-c2nn3c(-c4ccncc4)nnc3s2)c1,26.5%,23.2%
Cc1cc(C)n(-c2nc3sc4c(c3c(=O)[nH]2)CCCC4)n1,36.2%[59 µM],7.0%
Cc1ccc(S(=O)(=O)N(C(=N)N)c2nc(N(C)C)nc(N(C)C)n2)cc1,-12.1%,2.8%
O=C1[C@@H]2[C@H](Cc3ccc(O)cc3)N[C@]3(C(=O)Nc4ccccc43)[C@@H]2C(=O)N1c1ccc(F)cc1,?,1.9%
COc1cccc(/C=N/N2C(=O)C3C4c5ccccc5C(c5ccccc54)C3C2=O)c1OC (stereo not drawn),-31.0%,2.5%
Fc1ccccc1-c1n[nH]c(=S)n1C1CC1,8.91µM*,-24.5%
CCOC(=O)Cn1c(=O)c2c(nc(Br)n2Cc2ccccc2)n(C)c1=O,16.8%[59 µM],-0.1%
c1ccc(-c2nc(-c3cccnc3)n[nH]2)cc1,21.1%[59 µM],-0.9%

# Molecules above containing a thiophene ring, fused or not, in the order listed:
SMILES,G9a block,BAZ2B block
Cc1ccc2sc(NNC(=O)c3cc(-c4cccs4)nc4ccccc34)nc2c1C,31.6µM*,5.0%
N#Cc1ccsc1NC(=O)CN1C(=O)NC2(CCCC2)C1=O,5.4%[0.501 µM],?
CC(C)(C)C1CC=C2C(C#N)=C(N)C(C#N)(C#N)C(c3cccs3)C2C1 (stereo not drawn),50.1µM*,?
Cc1cc(C)c2[nH]c(=O)c(CN(Cc3ccco3)C(=O)c3cccs3)cc2c1,0.5%[59 µM],26.1%
Cc1cccc(-c2ccc3ncnc(NCc4cc(C)cs4)c3c2)c1,-6.6%[12.7 µM],-1.8%
O=C(Cc1cccs1)Nc1nnc(Cc2ccc(F)cc2)s1,-2.2%,-37.0%
O=C1CC(c2ccccc2Cl)c2c(sc3c(=O)[nH]c(CCl)nc23)N1 (stereo not drawn),?,-11.1%
Cc1nc(-c2ccccc2)sc1-c1nc(-c2cccs2)ncc1S(=O)(=O)c1ccccc1,-7.2%,0.5%
O=C(O)C1CCCN1S(=O)(=O)c1cccs1 (stereo not drawn),1.8%,-0.5%
O=C(O)COc1ccc(-c2nccc(-c3cccs3)n2)cc1,?,2.3%
Cc1cc(C)n(-c2nc3sc4c(c3c(=O)[nH]2)CCCC4)n1,36.2%[59 µM],7.0%
